Compound activity deposited in PubChem by National Center for Advancing Translational Sciences (NCATS).
Nrf2 ARE act: activators of Nrf2 (ARE) signaling; AREc32 ARE-luciferase reporter (MCF7-derived line), luminescence, 24 h; Potency, µM (top dose mostly 46.1 µM), for inactives: at the highest dose activation, actives largely listed as activators; 410,000 compounds, 0.31% hits; AID 624171; further: % of control where 0% means no effect; nearly all actives have a fitted effect of over 65% in size
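AREc32_Fluc, 1000 cells/well, OPTI-MEM + 5% FBS, o/n 37 deg C 5% CO2; 23 nL cpd by pin tool, 24 hr; Steady-Glo 30 min RT, luminescence.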
HepG2 viability: counter-screen for TGF-b inhibitors: cytotoxicity in HepG2 cells; HepG2 CAGA-GFP viability, ATP luminescence, 18 h; Potency, µM (titrated, usually from 46.1 µM), for the others: at the top dose activity change, negative = cytotoxicity, usual class: cytotoxic; 410,000 compounds, 0.76% hits; AID 588856; further: some results filed as inactive show a strong effect at the top dose
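CellTiter-Glo luminescence gave cytotoxicity after 18 hours at 37 degrees C. The cells were HepG2 CAGA-GFP in 1% FBS DMEM, stimulated with 500 pg/mL TGF-beta after compound addition. %Activity was normalised to no-cell wells (complete cell-killing) and DMSO (no toxicity), and curves were fitted and classified.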
EPAC2 antagonist: antagonists of human EPAC2; EPAC2 GEF exchange of Rap1B-BODIPY-GDP, fluorescence; Potency, µM (doses to about 114 µM), for the others: top-dose activity, negative = inhibition, usual class: inhibitors; 360,000 compounds, 0.18% hits; further: on the % scale 0 is the no-effect control and ±100 the full control effect; nearly all actives have a fitted effect of over 45% in size; many of its hits are not listed in these tables
Target sequence (Q8WZA2 whole entry, looked up): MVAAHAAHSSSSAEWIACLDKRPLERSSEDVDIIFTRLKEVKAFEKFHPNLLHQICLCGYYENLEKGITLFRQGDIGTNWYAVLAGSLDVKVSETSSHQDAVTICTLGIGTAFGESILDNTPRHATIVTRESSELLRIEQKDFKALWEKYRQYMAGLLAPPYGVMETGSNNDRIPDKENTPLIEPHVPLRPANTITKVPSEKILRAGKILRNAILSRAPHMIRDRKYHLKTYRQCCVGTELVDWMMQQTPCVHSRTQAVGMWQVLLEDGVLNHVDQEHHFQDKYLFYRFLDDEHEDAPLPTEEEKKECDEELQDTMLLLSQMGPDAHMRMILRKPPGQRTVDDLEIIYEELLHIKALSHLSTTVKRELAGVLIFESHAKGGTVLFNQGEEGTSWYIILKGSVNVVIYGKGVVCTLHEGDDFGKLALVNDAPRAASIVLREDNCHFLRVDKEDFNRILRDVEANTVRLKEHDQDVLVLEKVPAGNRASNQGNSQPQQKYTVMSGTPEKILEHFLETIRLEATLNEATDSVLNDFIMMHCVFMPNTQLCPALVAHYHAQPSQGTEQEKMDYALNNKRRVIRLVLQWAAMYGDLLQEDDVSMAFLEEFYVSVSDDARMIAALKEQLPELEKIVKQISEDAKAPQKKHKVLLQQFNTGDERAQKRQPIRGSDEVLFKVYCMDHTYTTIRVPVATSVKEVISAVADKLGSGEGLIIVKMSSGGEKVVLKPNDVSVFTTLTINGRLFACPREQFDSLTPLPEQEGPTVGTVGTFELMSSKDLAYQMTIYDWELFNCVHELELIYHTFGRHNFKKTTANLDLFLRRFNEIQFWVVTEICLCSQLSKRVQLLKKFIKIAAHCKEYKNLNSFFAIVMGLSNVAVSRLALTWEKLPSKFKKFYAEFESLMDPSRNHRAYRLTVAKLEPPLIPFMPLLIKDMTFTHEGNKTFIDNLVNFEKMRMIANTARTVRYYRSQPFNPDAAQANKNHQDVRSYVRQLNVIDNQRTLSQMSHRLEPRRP
ATXN viability: cell viability loss in ATXN counter-screen; 400,000 compounds, 0.49% hits; Potency, µM (doses to about 56.7 µM), actives largely listed as cytotoxic; S2 cells (HEK-293 line with an ATXN2-luciferase reporter) viability, CellTiter-Fluor protease fluorescence, 24 h; further: nearly all actives have a fitted effect of over 40% in size
MCF10A rerep: DNA re-replication induction in MCF 10a cells; 350,000 compounds, 2.9% hits; MCF 10A DNA re-replication, Hoechst nuclear intensity, 48 h; Potency, µM (titrated, usually from 46.1 µM), inactives show at the top dose activity, positive = re-replication, usual class: activators; AID 624296; further: % of control where 0% means no effect; nearly all actives have a fitted effect of over 50% in size
ATXN2 expr inh: ATXN2 expression inhibition. 360,000 compounds, 0.72% hits. Potency, µM (titrated, usually from 57 µM), for inactives: top-dose activity change, negative = inhibition, usual class: inhibitors. HEK-293 ATXN2-luciferase reporter, luminescence, 24 h. AID 1745845; further: on the % scale 0 is the no-effect control and ±100 the full control effect; nearly all actives have a fitted effect of over 55% in size
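ATXN2-luciferase reporter cells (luciferase flanked by upstream and downstream ATXN2 gene portions) were treated 24 h at 37 °C with compounds at up to 57 uM. SteadyGlo luminescence gave expression; GF-AFC fluorescence gave viability.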
A549 viability: A549 cytotoxicity, counter-screen for Nrf2 inhibitors; A549 ARE-Fluc cells, CellTiter-Fluor viability, 18-24 h; Potency, µM (top dose mostly 46 µM), for the others: at the top dose activity change, negative = cytotoxicity, hits mostly inhibitors; 390,000 compounds, 0.16% hits; further: on the % scale 0 is the no-effect control and ±100 the full control effect
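A549 ARE-Fluc cells in 5% FBS OPTI-MEM, 5000 cells/well, rested 2 h then exposed to compounds in concentration-response for 18-24 h at 37 °C. Viability by CellTiter-Fluor fluorescence (Ex 405/Em 525) after 30 min; luciferase luminescence (BugLite, 15 min, RT) read afterwards.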
TGFb SMAD3 inh: blocks TGF-b signaling. HepG2 CAGA-GFP TGF-b/SMAD3 reporter, GFP fluorescence, 18 h; TGF-beta stimulated, 500 pg/mL final. Potency, µM (series often up to 46.1 µM), inactives show at the top dose activity, negative = inhibition, most hits filed as inhibitors. 410,000 compounds, 1.2% hits; further: on the % scale 0 is the no-effect control and ±100 the full control effect; nearly all actives have a fitted effect of over 65% in size
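Inhibition was scored as loss of TGF-beta-induced (500 pg/mL final, 18 hours, 37 degrees C) GFP in HEPG2 cells carrying a CAGA-GFP reporter, in DMEM with 1% FBS. Well GFP was summed per cell; Activity was normalised to unstimulated and stimulated DMSO wells, then concentration-response fitting.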
Nrf2 inh: inhibitors of Nrf2 signaling; A549 ARE-Fluc reporter, luciferase luminescence, 18-24 h; Potency, µM (top dose mostly 46 µM), for the others: at the highest dose activity change, negative = inhibition, usual class: inhibitors; 360,000 compounds, 2.1% hits; further: on the % scale 0 is the no-effect control and ±100 the full control effect; nearly all actives have a fitted effect of over 60% in size
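Quantitative HTS in A549 cells stably bearing an antioxidant response element-firefly luciferase construct. Inhibition of Nrf2-driven transcription was scored by luminescence after 18-24 h of compound exposure at 37 °C.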
The depositor's hits bear a star; i = inactive; ? = inconclusive; . = no result given; & = joins results of further samples; [ ] = remark or other dose. The call rests on the fitted dose curve; in most records, active means well fitted curve in the direction sought with a large enough effect; inconclusive means small, poorly fitted or top-dose-only effect, or another doubt; inactive means no such curve, though single readings can be large; an effect the other way counts as inactive or inconclusive. Potency means the concentration at half of the fitted maximal effect. Only part of the results is shown; count on the stated rates, not on these rows.

Below each SMILES – Nrf2 ARE act	HepG2 viability	EPAC2 antagonist	ATXN viability	MCF10A rerep	ATXN2 expr inh	A549 viability	TGFb SMAD3 inh	Nrf2 inh
- CCc1cccc(CC)c1NC(=S)N1CCn2cccc2C1c1cccnc1 (configuration not stated)
  -0.1%	-10%	6%	i	?	1%	13%	-29%	1%
- Cc1ccc(CN2CCSc3ccc(C(=O)NCc4cccnc4)cc32)cc1
  0.4%	-14%	-30%	i	-14%	-11%	-2%	?	13%
- COc1ccccc1C(=O)Nc1cccc(OCc2cc(=O)n3c(C)csc3n2)c1
  -0.5%	-24%	.	i	.	-16%	4%	?	-15%
- NC(=O)NC(=O)CN1C(=O)NC(c2ccccc2)(c2ccccc2)C1=O
  -0.8%	4%	4%	i	-3%	2%	-9%	4%	18%
- O=C(CNC(=O)c1ccco1)NCC(=O)OCc1cccc(Cl)c1
  -0.6%	-12%	-2%	i	11%	10%	-3%	30%[activator]	1%
- FC(F)(F)Oc1ccccc1C(c1nnnn1C1CCCCC1)N1CCN(C/C=C/c2ccccc2)CC1 (configuration not stated)
  5.5%	-6%	-17%	i	.	2%	.	-40%	.
- COc1ccccc1NC(=O)CN1C(=O)COc2ccc(S(=O)(=O)N3CCOCC3)cc21
  -0.3%	8%	10%	i	-1%	3%	-1%	2%	6%
- COC[C@@H]1NS(=O)(=O)c2ccc(Br)cc2O[C@H]1c1ccccc1
  3.1%	1%	-26%	i	-6%	-5%	-1%	-13%	5%
- COc1ccc(S(=O)(=O)NC(C)C(=O)NCc2ccncc2)cc1OC (configuration not stated)
  -0.2%	0%	-6%	i	-4%	-11%	-4%	23%	2%
- N[C@@H](CO)c1nnc([C@H](Cc2ccc(O)cc2)NC(=O)C2CCNCC2)o1
  -1.0%	-1%	-1%	i	-1%	2%	-5%	8%	2%
- O=C(NCc1cccc(Cl)c1)c1ccc(CS(=O)Cc2ccc(Cl)cc2)o1 (configuration not stated)
  0.0%	-7%	-4%	i	1%	3%	1%	?	-9%
- CCOC(=O)N1CCN(C(=O)CSc2nnc(-c3ccc(C)c(C)c3)o2)CC1
  0.3%	3%	18%	i	0%	3%	-7%	8%	-21%
- O=C(CCC(=O)OCc1cccc([N+](=O)[O-])c1)Nc1ccc(F)cc1
  -1.0%	2%	3%	i	3%	.	7%	15%	8%
- COCCN(C(=O)CSc1nnc(-c2ccccc2F)o1)c1c(N)n(CC(C)C)c(=O)[nH]c1=O
  0.0%	1%	14%	?	-5%	-2%	1%	-2%	4%
- COc1c(C)cc(C(=O)C2CCCN(C(=O)CCc3scnc3C)C2)cc1C (configuration not stated)
  -0.5%	-17%	-2%	i	?	-24%	-7%	?	?
- COc1ccccc1NC(=O)C1=C(C)Nc2nnnn2C1c1cc(Br)c(O)c(OC)c1 (configuration not stated)
  -0.1%	-12%	.	i	.	8%	-3%	-1%	-3%
- CCS(=O)(=O)c1c(Nc2ccc(F)c(Cl)c2)sc(C(=O)c2ccccc2)c1N
  10%	-13%	.	.	.	.	?	?	21µM*
- Cc1cc(C(=O)Nc2sc3c(c2C#N)CCC(C)C3)no1 (configuration not stated)
  0.8%	-15%	0%	i	9.2µM*	25%	?	0%	.
- COc1ccc(CNS(=O)(=O)c2ccc(S(=O)(=O)NC3CC3)cc2)cc1
  0.0%	-10%	?	i	-1%	-13%	1%	3%	-4%
- CCC(=O)NC(=S)Nc1ccc(N2CCOCC2)cc1
  -0.7%	-6%	-3%	i	5%	38%[activator]	1%	1%	?
- COc1ccccc1C#Cc1ccc2c(=O)c3ccccc3n(C)c2c1
  0.9%	-6%	3%	i	21µM*	-9%	-3%	-4%	0%
- COc1ccc(CNC(=O)C2(C)Cc3ccccc3C(=O)O2)cc1 (configuration not stated)
  0.3%	-13%	1%[57.1 µM]	i	1%	.	16%	-14%	0%
- CCOC(=O)c1c(C)n(-c2ccccc2)c2ccc(OCCN(C)C)cc12
  3.8%	-27%	2%	i	25%	-9%	-12%	0%	-21%
- c1ccc(CCN2CN=C(Nc3nc4ccccc4o3)NC2)cc1
  2.4%	1%	7%	i	-1%	45%[activator]	0%	-23%	.
- CCCCCCCCCCCCCCCCCCNc1ccn(C2OC(COP(=O)(O)OCC3OC(n4cc(F)c(=O)[nH]c4=O)CC3O)C(O)C2O)c(=O)n1 (configuration not stated)
  -1.5%	-33%	4%	?	10µM*	?	-8%	?	?
- COc1ccc(CC(=O)Nc2ccncc2Cl)cc1
  -0.6%	-17%	3%	i	1%	-20%	-1%	1%	5.2µM*
- COc1ccc(C)cc1NC(=O)c1nnn(Cc2cccc(Br)c2)c1N
  0.2%	-43%	.	i	.	?	-9%	?	?
- CCOc1ccc(NC(=O)c2ccc(NC(=O)c3ccc(CN4CCOCC4)cc3)cc2)cc1
  -1.2%	5%	-22%	i	0%	.	2%	-10%	-25%
- CC(C)(C)OC(=O)N1CCC(CC2CC(c3cccc(Br)c3)=NO2)(C(=O)NCC2CCCCC2)CC1 (configuration not stated)
  0.5%	-13%	19%	i	2%	-2%	-5%	?	?
- O=C(O)CCn1c(SCc2cccc3ccccc23)nc2ccccc21
  -0.6%	-12%	10%[57.1 µM]	i	0%	24%	6%	-24%	3%

Next section (three carried over from the part before).
Below each SMILES – Nrf2 ARE act	HepG2 viability	EPAC2 antagonist	ATXN viability	MCF10A rerep	ATXN2 expr inh	A549 viability	TGFb SMAD3 inh	Nrf2 inh
- CCOc1ccc(NC(=O)c2ccc(NC(=O)c3ccc(CN4CCOCC4)cc3)cc2)cc1
  -1.2%	5%	-22%	i	0%	.	2%	-10%	-25%
- CC(C)(C)OC(=O)N1CCC(CC2CC(c3cccc(Br)c3)=NO2)(C(=O)NCC2CCCCC2)CC1 (configuration not stated)
  0.5%	-13%	19%	i	2%	-2%	-5%	?	?
- O=C(O)CCn1c(SCc2cccc3ccccc23)nc2ccccc21
  -0.6%	-12%	10%[57.1 µM]	i	0%	24%	6%	-24%	3%
- NS(=O)(=O)c1ccc(NC(=O)CSc2ccc3ccccc3n2)cc1
  1.0%&0.4%	-46%&-22%	2%	?	1%	-11%&-24%	3%&0%	-21%&-2%	?
- CC(=O)c1cccc(NC(=O)/C(=C\c2ccco2)NC(=O)c2cccs2)c1
  -0.7%	-16%	0%	i	3%	-6%	-2%	-13%	3%
- Cc1ccc(CSc2ccc(S(=O)(=O)N3CCCCC3)cn2)cc1
  2.9%	0%	-14%	i	14%	-10%	2%	14%	2%
- CN(C(=O)CSc1nnc(-c2ccncc2)n1C)C1CCS(=O)(=O)C1 (configuration not stated)
  -0.6%	-24%	-2%	i	0%	-8%	-4%	-1%	.
- COc1ccc(N=C2SC(CC(=O)Nc3ccccc3)C(=O)N2Cc2ccccn2)cc1 (configuration not stated)
  -0.2%	-7%	-16%	i	2%	0%	2%	2%	-9%
- CCOC(=O)c1ccc(NC(=O)N2CCN(C(=O)c3ccco3)CC2)cc1
  0.1%	2%	5%	i	0%	-8%	4%	3%	-10%
- COc1ccc(/C=N/NC(=O)c2cnccn2)cc1O
  2.5%	-5%	-11%	i	19%	19%	3%	-1%	-7%
- Cc1ccc(N2C(=O)N3[C@H]4c5ccccc5OC[C@@H]4[C@@H](c4ccccc4)[C@@]3(C)C2=O)cc1
  -0.5%	-28%	-4%	i	?	83%[activator]	2%	-18%	11%
- COc1cccc(/C=C(/C(=O)OCC(=O)NC2CCCC(C)C2C)c2ccccc2)c1 (configuration not stated)
  4.6%	-23%	-12%	i	18µM*	-11%	3%	?	-5%
- C=CCSc1nnc2c(n1)OC=Nc1ccccc1-2
  0.8%	-9%	-2%	i	-8%	-11%	-10%	-11%	-2%
- N#Cc1ccccc1S(=O)(=O)N1CCC(Oc2ccc(-n3cnnn3)cc2)CC1
  3.2%	-3%	.	i	.	-14%	-17%	-25%	?
- OCCN(Cc1nc(-c2ccc3c(c2)OCO3)no1)Cc1cccs1
  4.6%	-21%	-1%	?	2%	.	?	0%	11%
- Fc1ccccc1-c1cc2cc3c(cc2cn1)OCO3
  8.1%	-15%	-15%	i	20%	76%[activator]	10%	-23%	?
- Cc1ccc(C(O)c2ncc(-c3ccc(Cl)cc3)[nH]2)c(C)c1 (configuration not stated)
  0.0%	-35%	-11%	i	.	0%	.	-21%	.
- COc1ccc(NC(=O)CSc2nnc(NC(=O)C3CCC3)s2)cc1
  2.7%	-2%	7%	i	8%	-3%	-6%	3%	-9%
- N#C/C(N=Nc1ccccc1O)=N\Nc1ccccc1O
  ?	-67%	11%	16µM*	?	?	?	?	?
- COC(=O)c1c(NC(=O)c2c(Cl)cnn2C)sc(C)c1C
  -0.6%	-2%	6%[57.1 µM]	i	?	.	6%	10%	-7%
- CN(Cc1ccccc1)C(=O)c1ccc(NC(=O)Cc2cccc(NC(=O)C3CCCN(C(=O)C4CCCCC4)C3)c2)cc1 (configuration not stated)
  5.1%	-13%	-3%	i	?	-15%	-1%	-28%	?
- COc1cc(C(=O)NCC(=O)OCn2nnc3ccccc3c2=O)cc(OC)c1OC
  -0.4%	-12%	2%	?	?	-21%	2%	6%	6%
- O=C(NCCCN1CCOCC1)c1onc(CSc2ccccc2)c1C(=O)NCCCN1CCOCC1
  -1.1%	5%	24%	i	-2%	2%	-5%	9%	4%
- CC(C)c1nc(C(=O)N2CCCC(N3CCN(c4cccc(Cl)c4)CC3)C2)cs1 (configuration not stated)
  2.3%	0%	-4%	i	?	-16%	0%	-9%	?
- COc1ccccc1CNC(=O)c1ccc2c(c1)sc1nc(-c3ccc(F)cc3)cn12
  3.9%	-6%	.	.	.	.	8%	-21%	8%
